# High-throughput results from PubChem BioAssay.
# Luciferase inh: Firefly luciferase inhibition profiling of diverse chemical library using quantitative high-throughput screening | Luciferin 4-monooxygenase (Photinus pyralis), P08659 | purified P. pyralis luciferase, luminescence, biochemical | Potency, µM (titrated, usually from 115 µM), for the others: top-dose activity change, negative = inhibition, usual class: inhibitors | actives 2.5% (n = 76,000) | AID 1347043, 2019; note: potency is the fitted concentration of half-maximal effect; nearly all actives have a fitted effect of over 65% in size
#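 FLuc 10nM, D-luciferin 10uM, ATP 10uM, Mg acetate 10mM, Tris acetate pH 7.5, Tween/BSA; cpd qHTS; enzyme added last; CCD luminescence.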
# HEK293 viab: GF-AFC viability counterscreen for inhibitors of alpha-synuclein gene (SNCA) expression | HEK-293-SNCA-luc viability, GF-AFC fluorescence, 24 h | Potency, µM (doses to about 57.1 µM), inactives show at the highest dose activity change, negative = cytotoxicity, actives largely listed as cytotoxic | actives 0.12% (n = 150,000) | AID 1671193, 2021;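 note: potency is the fitted concentration of half-maximal effect; 0% = DMSO-treated cells and -100% = medium-only wells without cells; nearly all actives have a fitted effect of over 30% in size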
#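 HEK-293-SNCA-luc cells (1500/well) plated 24 h, then exposed 24 h to a dilution series; GF-AFC added 30 min at 37C, fluorescence 405/540 nm; normalised to medium-only and DMSO wells, Hill fit.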
# IP6K1 inh: Primary qHTS assay for small molecule inhibitors of Inositol hexaphosphate kinase 1 (IP6K1); activity change, % (series mostly up to about 58 µM); actives 0.81% (n = 140,000); Inositol hexakisphosphate kinase 1 (Homo sapiens), Q92551; AID 1645851, 2021; IP6K1 kinase, ADP-Glo luminescence, 2 h; active compounds read low; in the data active = activity change below about -25%
# Target sequence (Q92551 whole entry, looked up): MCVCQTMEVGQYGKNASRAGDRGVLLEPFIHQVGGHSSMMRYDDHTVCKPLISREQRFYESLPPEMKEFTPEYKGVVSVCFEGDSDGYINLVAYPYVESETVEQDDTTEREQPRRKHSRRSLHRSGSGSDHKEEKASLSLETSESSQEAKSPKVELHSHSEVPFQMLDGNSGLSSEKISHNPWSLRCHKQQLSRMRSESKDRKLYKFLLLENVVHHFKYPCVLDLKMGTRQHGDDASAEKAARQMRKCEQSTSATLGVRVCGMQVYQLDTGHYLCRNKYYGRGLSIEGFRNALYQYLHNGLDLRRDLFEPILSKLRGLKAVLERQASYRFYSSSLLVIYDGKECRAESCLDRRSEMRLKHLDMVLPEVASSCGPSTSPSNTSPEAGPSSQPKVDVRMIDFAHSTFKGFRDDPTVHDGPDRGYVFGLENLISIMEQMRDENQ
#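 ADP-Glo luminescence measures ADP made by human IP6K1 during a 2 h RT reaction with ATP/IP6 (mix at 1.3 mM/130 uM); top library doses 57.5 and 19.1 uM final.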
# SNCA expr inh: Primary qHTS assay for inhibitors of alpha-synuclein gene (SNCA) expression. actives 0.17% (n = 140,000). Potency, µM (doses to about 57.2 µM), without a hit: at the top dose activity change, negative = inhibition, hits mostly inhibitors. HEK-293 SNCA-luciferase knock-in, luminescence, 24 h;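 note: potency is the fitted concentration of half-maximal effect; plate controls were DMSO cells for no effect and cell-free wells for full effect; nearly all actives have a fitted effect of over 45% in size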
# NIH3T3 tox: Cytotoxic Profiling in NIH 3T3 Cell Line of Diverse Libraries Using Quantitative High-Throughput Screening | NIH 3T3 viability, CellTiter-Glo ATP luminescence, 48-72 h | Potency, µM (series often up to 96.7 µM), for inactives: top-dose activity change, negative = cytotoxicity, hits mostly inhibitors | actives 4.3% (n = 94,000) | AID 1345082, 2018; note: potency is the fitted concentration of half-maximal effect; nearly all actives have a fitted effect of over 55% in size
#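 Viability of NIH 3T3 cells after 48 or 72 hr compound treatment at 37 °C was assessed by CellTiter-Glo, with luminescence imaged following a 10 min room-temperature step.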
# HEK293 tox: Cytotoxic Profiling in HEK 293 Cell Line of Diverse Libraries Using Quantitative High-Throughput Screening; actives 6.6% (n = 94,000); Potency, µM (top dose mostly 115 µM), for inactives: at the highest dose activity change, negative = cytotoxicity, most hits filed as inhibitors; HEK 293 viability, ATP luminescence (CellTiter-Glo), 48-72 h; note: potency is the fitted concentration of half-maximal effect; nearly all actives have a fitted effect of over 60% in size
#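 Luminescence from cellular ATP, measured with CellTiter-Glo, indicates HEK 293 viability. Cells plated at 250 cells/well are treated with compound for 48 or 72 hr at 37 degree Celsius before reagent addition.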
# GPT2 inhibitor: Primary qHTS assay for inhibitors of Glutamate pyruvate transaminase 2 (GPT2); Alanine aminotransferase 2 (Homo sapiens), Q8TD30; Recombinant GPT2, coupled pyruvate oxidase/HRP Amplex Red fluorescence; Potency, µM (top dose mostly 57.7 µM), inactives show top-dose activity change, negative = inhibition, actives largely listed as inhibitors; actives 0.25% (n = 100,000); note: potency is the fitted concentration of half-maximal effect; nearly all actives have a fitted effect of over 60% in size; many of its hits are not listed in these tables
# Target sequence (Q8TD30 whole entry, looked up): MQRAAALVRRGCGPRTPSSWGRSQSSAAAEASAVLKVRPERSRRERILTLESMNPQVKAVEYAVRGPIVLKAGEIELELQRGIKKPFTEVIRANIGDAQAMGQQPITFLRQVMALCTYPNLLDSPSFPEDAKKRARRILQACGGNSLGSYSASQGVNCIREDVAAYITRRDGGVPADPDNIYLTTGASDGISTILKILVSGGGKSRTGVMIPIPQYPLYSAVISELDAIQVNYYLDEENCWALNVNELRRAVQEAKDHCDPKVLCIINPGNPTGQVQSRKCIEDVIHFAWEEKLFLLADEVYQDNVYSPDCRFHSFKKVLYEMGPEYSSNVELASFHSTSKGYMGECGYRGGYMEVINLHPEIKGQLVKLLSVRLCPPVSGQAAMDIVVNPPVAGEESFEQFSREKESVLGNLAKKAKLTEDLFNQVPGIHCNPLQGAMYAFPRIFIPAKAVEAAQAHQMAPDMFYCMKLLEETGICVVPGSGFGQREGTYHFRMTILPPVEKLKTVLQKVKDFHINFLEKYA
#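 GPT2 10ng/uL, a-KG 250uM, L-Ala 2mM, HEPES pH7.5 + 0.0001% Tween; 30 min RT. Then Amplex mix (PO/HRP/ThPP), 30 min RT dark, fluorescence. AOA 50uM used as positive control.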
# Starred values were filed as active, the others as inactive; i = inactive; u = inconclusive; x = no result given; [ ] = dose if it differs, or a comment. Unless noted, calls come from the whole dose curve; as a rule, active = well fitted curve in the direction sought with a large enough effect; inconclusive = small, poorly fitted or top-dose-only effect, or another doubt; inactive = no such curve, though single readings can be large; an effect the other way counts as inactive or inconclusive. Unless noted, % is set by controls: 0 for no effect and ±100 for the full control effect. Only part of the results is shown (hit frequency here may not be typical).
SMILES,Luciferase inh,HEK293 viab,IP6K1 inh,SNCA expr inh,NIH3T3 tox,HEK293 tox,GPT2 inhibitor
Cc1ncoc1C(=O)N1CCC(N2CCCC(C(=O)N3CCCC3)C2)CC1 (stereo not given),0%,-7%,0,6%,i,-6%,3%
Cc1occc1C(=O)N1C[C@@H](COCC2CC2)[C@H](c2ccccn2)C1,5%,-1%,-4,-2%,-1%,-12%,-4%
COc1ccccc1CNC(=O)CS(=O)(=O)c1cccc2nsnc12,x,8%,-4,48%[activator],x,x,x
COCC(=O)N[C@@H]1CN(Cc2ccncc2)C[C@H]1CN(C)C,-12%,6%,2,-9%,-7%,u,i
O=S(=O)(c1ccc(F)c(Cl)c1)N1CCC(n2cnnc2C2CC2)CC1,11%,-5%,-14,u,-28%,-26%,2%
CC(C)c1ccc(CC(=O)N2CCCc3ncc(C(=O)Nc4ccccn4)cc32)cc1,2%[172 µM],u,-1,-6%[87.6 µM],100µM*,32µM*,-6%[88.5 µM]
COc1ccc(-c2noc([C@@H]3CCCN3C(=O)c3ccc(OC)c(F)c3)n2)cc1,-14%,u,8,4%,-27%,-28%,-10%
COc1ccccc1C(=O)Nc1ccc([C@@H](O)[C@H]2COCC(=O)N2CC(C)C)cc1,-4%[172 µM],3%[87.6 µM],11,-1%[87.6 µM],-11%[138 µM],-27%[172 µM],-17%[88.5 µM]
COc1ccc(CNC(=O)c2cnc(N3CCCC3)nc2C)c(OC)c1,x,-5%,-8,-17%,x,x,x
COc1ccc(Nc2cc(C(=O)NCCCN(C)c3ccccc3)c3ccccc3n2)c(OC)c1,x,-29%,4,-15%,x,x,x
COCCCNC(=O)CN1C(=O)COc2ccc(S(=O)(=O)N3CCCC3)cc21,x,0%,1,-11%,x,x,x
COCCn1c(C)cnc1CC1CCCN(C(=O)c2ccccn2)C1 (stereo not given),2%,u,0,u,-4%,-12%,i
O=C1CCC2(CCCO2)CCN1Cc1ccc(C(F)(F)F)c(F)c1 (stereo not given),-1%,-6%,5,-15%,u,u,-4%
Cc1n[nH]c(C)c1C(N)C(=O)NCCc1cccc(C(F)(F)F)c1 (stereo not given),9%,-3%,19,-18%,-9%,-21%,-22%
COc1ccc(S(=O)(=O)N2[C@@H]3CC[C@H]2CC(NC(=O)c2ccncc2)C3)cc1 (stereo not given in full),-5%,6%,14,7%,i,-15%,i

# A different layout for some results above:
> COc1ccc(S(=O)(=O)N2[C@@H]3CC[C@H]2CC(NC(=O)c2ccncc2)C3)cc1 (stereo not given in full)
  Luciferase inh = -5%
  HEK293 viab = 6%
  IP6K1 inh = 14
  SNCA expr inh = 7%
  NIH3T3 tox = i
  HEK293 tox = -15%
  GPT2 inhibitor = i
> O=S(=O)(c1ccc(F)c(Cl)c1)N1CCC(n2cnnc2C2CC2)CC1
  Luciferase inh = 11%
  HEK293 viab = -5%
  IP6K1 inh = -14
  SNCA expr inh = u
  NIH3T3 tox = -28%
  HEK293 tox = -26%
  GPT2 inhibitor = 2%
> COc1ccc(-c2noc([C@@H]3CCCN3C(=O)c3ccc(OC)c(F)c3)n2)cc1
  Luciferase inh = -14%
  HEK293 viab = u
  IP6K1 inh = 8
  SNCA expr inh = 4%
  NIH3T3 tox = -27%
  HEK293 tox = -28%
  GPT2 inhibitor = -10%

# Next part
SMILES,Luciferase inh,HEK293 viab,IP6K1 inh,SNCA expr inh,NIH3T3 tox,HEK293 tox,GPT2 inhibitor
COc1ccc(NC(=O)N2CCc3nc(-c4cccc(F)c4)[nH]c3C2)cc1,-16%,-12%,-8,25%,u,u,5%
Cn1cnc(S(=O)(=O)N2CCC(N3CC(OCC4CC4)C34CCOCC4)CC2)c1 (stereo not given),-6%,7%,-2,-4%,1%,i,i
CCc1cccc(NC(c2nnc(-c3ccccc3)o2)c2ccc(F)cc2Cl)c1 (stereo not given),x,11%,-4,u,x,x,x
O=C(Cn1c(=O)nc(-c2ccccc2)c2cc(Cl)ccc21)NCCc1ccccc1,x,7%,2,57%[activator],x,x,x
COCCn1c(=O)c(C(=O)NCc2cccc(OC)c2)nc2cccnc21,x,7%,25,-4%,-19%,-15%,-23%
CN(C)CC1(O)CCC2(CCN(C(=O)c3ccccc3)CC2)CC1,-9%,-7%,-1,-11%,-7%,u,i
COc1cc(F)ccc1CN1CCCC12Cc1ccccc1CNC2=O (stereo not given),x,-3%,4,-15%,u,u,i
CCSc1nc(=O)c2c(n1C)NC(=O)CC2c1ccc(O)cc1OC (stereo not given),x,4%,11,-23%,x,x,x
O=C(NCC(F)F)c1ccc2nnc(-c3ccc(Cl)cc3)n2c1,x,3%[87.6 µM],13,11%[87.6 µM],u,1%[172 µM],-5%[88.5 µM]
Cc1cc(Cl)ccc1NS(=O)(=O)c1c(C(=O)N2CCC(C)CC2)c(C)n(C)c1C,x,-1%,0,8%,x,x,x
CN1CCN(c2ccc(-c3cc4c(ccn4C)c(C(=O)NCc4cnccn4)n3)cc2)CC1,u,3%,-1,48%[activator],u,45µM*,3%
O=C(Nc1ccccc1)N1CCn2c(nn(-c3ccc([N+](=O)[O-])cc3)c2=O)C1,-1%,-7%,8,-9%,u,u,i
COc1cc(NC(=O)c2cnn(-c3cccc(F)c3)c2C2CCNCC2)cc(OC)c1OC,x,5%,3,20%,x,x,x
COc1cccc(CC(=O)N[C@@H]2CCC[C@@H](C(=O)NCc3cc(F)cc(F)c3)CC(=O)N(C)C2)c1,3%,-1%,6,-16%,-17%,-13%,-1%
COCCNC(=O)NCCc1noc(C)n1,-10%,0%,8,10%,-10%,-1%,-5%
Cc1cc(C(=O)N2C[C@@H](COCC3CC3)[C@H](c3ccncc3)C2)on1,-1%,11%,-10,10%,-21%,0%,-4%
Cc1ccc(C)c(NC(=O)c2nn(C)c3c2CS(=O)(=O)c2ccccc2-3)c1,x,-2%,-10,17%,x,x,x
CC1=C[C@@H](CN2CCN(c3cnccn3)CC2)[C@H](C(C)C)C[C@H]1Cc1nnc(-c2cccnc2)o1,-1%,-27%,13,u,u,35µM*,u
CC1CCc2onc(C(=O)N3CCN(c4cccc(Cl)c4)CC3)c2C1 (stereo not given),x,-4%,-4,-21%,x,x,x
CCN1c2cc(C(=O)N3CCN(c4ccc(OC)cc4)CC3)ccc2C(=O)N2CCCCC21 (stereo not given),3%,4%[12.5 µM],-1,4%,-14%,u,u
COCc1nc(C2CC(N)C2)cc(N2CCC(Cn3cccn3)CC2)n1 (stereo not given),4%,-4%,-7,8%,-2%,i,u
COc1ccc(NC(=O)c2cccc3c2CCN3C(=O)Nc2ccc(F)cc2)cc1,u,-10%,-16,37%[activator],-12%,u,i
Cc1ccccc1NC(=O)Cn1c(=O)n(-c2ccc(F)cc2)c(=O)c2c1cc(C)n2C,0%,-20%,0,u,4%,-1%,-8%
Cn1c2c(c(=O)n(C)c1=O)C(c1ccccc1[N+](=O)[O-])CC(=O)N2 (stereo not given),x,-11%,21,-9%,x,x,x
COCc1cc(C[C@@H]2CC[C@H](O)[C@@H](CNCc3cccc(OC)c3)O2)no1,-2%[172 µM],-1%[87.6 µM],17,-4%[87.6 µM],i,4%[172 µM],-3%[88.5 µM]
O=C(C1CCCC1)N1CCC2(CC1)CC(CO)N(C(=O)c1ccccc1)C2 (stereo not given),x,10%,1,1%,-20%,u,i
O=S(=O)(Cc1ccccc1)N1CCC(OC2CCN(Cc3cccnc3)CC2)CC1,1%,1%,-2,-25%,-24%,-20%,i
Cc1nc2c(c(-c3ccc(O)cc3)n1)CN([S+](=O)([O-])c1c(C)noc1C)CCC2,-4%,14%,-2,33%[activator],-19%,-10%,i
CN[C@@H]1[C@H](O)[C@H](CO)O[C@@H]1CNC1CCCCC1,-2%[172 µM],2%[87.6 µM],-3,u,1%[174 µM],4%[172 µM],-1%[88.5 µM]
Cc1cc(C(=O)N2CCCC(CCc3c(F)cccc3F)C2)nc(C)n1 (stereo not given),0%,-7%,1,-27%,u,u,3%

# At a glance, part of the list above.
SMILES,Luciferase inh,HEK293 viab,IP6K1 inh,SNCA expr inh,NIH3T3 tox,HEK293 tox,GPT2 inhibitor
O=C(C1CCCC1)N1CCC2(CC1)CC(CO)N(C(=O)c1ccccc1)C2 (stereo not given),x,10%,1,1%,-20%,u,i
O=S(=O)(Cc1ccccc1)N1CCC(OC2CCN(Cc3cccnc3)CC2)CC1,1%,1%,-2,-25%,-24%,-20%,i
Cc1nc2c(c(-c3ccc(O)cc3)n1)CN([S+](=O)([O-])c1c(C)noc1C)CCC2,-4%,14%,-2,33%[activator],-19%,-10%,i
CN[C@@H]1[C@H](O)[C@H](CO)O[C@@H]1CNC1CCCCC1,-2%[172 µM],2%[87.6 µM],-3,u,1%[174 µM],4%[172 µM],-1%[88.5 µM]
Cc1cc(C(=O)N2CCCC(CCc3c(F)cccc3F)C2)nc(C)n1 (stereo not given),0%,-7%,1,-27%,u,u,3%

# Rewritten with tabs: part of the list above
SMILES	Luciferase inh	HEK293 viab	IP6K1 inh	SNCA expr inh	NIH3T3 tox	HEK293 tox	GPT2 inhibitor
O=C(C1CCCC1)N1CCC2(CC1)CC(CO)N(C(=O)c1ccccc1)C2 (stereo not given)	x	10%	1	1%	-20%	u	i
O=S(=O)(Cc1ccccc1)N1CCC(OC2CCN(Cc3cccnc3)CC2)CC1	1%	1%	-2	-25%	-24%	-20%	i

# Later entries.
SMILES,Luciferase inh,HEK293 viab,IP6K1 inh,SNCA expr inh,NIH3T3 tox,HEK293 tox,GPT2 inhibitor
COc1ccc(CCC(=O)c2c(O)cc(O[C@@H]3O[C@H](CO)[C@@H](O)[C@H](O)[C@@H]3O[C@@H]3O[C@@H](C)[C@H](O)[C@@H](O)[C@@H]3O)cc2O)cc1O,x,-1%,x,-2%,x,x,i
O=C(Nc1cccc(Cl)c1F)N1CCC(n2cnnc2C2CC2)C1 (stereo not given),-14%,3%,11,9%,-17%,-14%,4%
CN(C)c1ccc(NC(=O)CSC2=Nc3ccccc3C3=NC(CC(=O)NCc4ccccc4)C(=O)N23)cc1 (stereo not given),x,3%,28,28%,x,x,x
COc1ccc(-c2noc(-c3ccc(N4CCCCC4)c([N+](=O)[O-])c3)n2)cc1,x,7%,21,40%[activator],x,x,x
O=C1CCCc2cc(S(=O)(=O)N3CCCC(C(=O)NCc4ccccc4Cl)C3)ccc2N1 (stereo not given),x,-3%,1,-6%,x,x,x
